Assay outcomes as filed in PubChem BioAssay.
BRCA1 expr up: BRCA1 expression activation. MCF7-BRCA1-FFLuc reporter, luminescence, 48 h; response scale: scaled: vehicle 0%, 10 µM genistein 100%. Potency, µM (titrated, usually from 46.1 µM), inactives show at the highest dose activation, hits mostly activators. 380,000 tested, 1.1% active. AID 624202; note: potency is the fitted concentration of half-maximal effect; nearly all actives have a fitted effect of over 80% in size; some results filed as inactive show a strong effect at the top dose
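Activators of BRCA1 expression were detected as increased firefly luciferase luminescence in engineered MCF7 cells after 48 h compound incubation. Signals were scaled to genistein 10 microM as full activation.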
FLuc counter: counter-screen for miR-21 project: firefly luciferase inhibitors or activators | P08659 | Potency, µM (titrated, usually from 57.5 µM), inactives show top-dose activity change, negative = inhibition, most hits filed as inhibitors | 360,000 tested, 6.9% active | purified FLuc, Km substrates, luminescence inhibition;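 note: potency is the fitted concentration of half-maximal effect; plate controls were vehicle for no effect and reference inhibitor for full effect; nearly all actives have a fitted effect of over 55% in size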
Target sequence (P08659 whole entry, looked up): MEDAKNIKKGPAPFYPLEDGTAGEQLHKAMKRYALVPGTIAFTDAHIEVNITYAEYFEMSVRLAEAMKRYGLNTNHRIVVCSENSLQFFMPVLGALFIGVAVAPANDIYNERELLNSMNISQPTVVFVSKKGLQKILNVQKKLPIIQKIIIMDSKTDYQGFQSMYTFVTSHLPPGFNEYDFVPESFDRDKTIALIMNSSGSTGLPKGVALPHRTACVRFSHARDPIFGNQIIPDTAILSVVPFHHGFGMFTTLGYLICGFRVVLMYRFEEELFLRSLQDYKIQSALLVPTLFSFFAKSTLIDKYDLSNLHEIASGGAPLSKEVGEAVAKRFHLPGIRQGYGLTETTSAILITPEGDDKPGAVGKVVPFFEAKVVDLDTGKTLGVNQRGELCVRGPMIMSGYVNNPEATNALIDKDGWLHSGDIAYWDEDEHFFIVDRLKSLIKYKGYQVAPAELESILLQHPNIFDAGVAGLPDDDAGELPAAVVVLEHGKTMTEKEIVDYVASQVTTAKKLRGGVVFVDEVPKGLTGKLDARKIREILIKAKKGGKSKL
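Biochemical qHTS of compounds, final roughly 60 µM downward over six points, against 10 nM purified firefly luciferase using Km concentrations of substrates (10 uM D-luciferin, 10 uM ATP) in Tris acetate pH 7.5 buffer; luminescence output.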
RORg inh: ROR gamma (mouse) transcription inhibition; AID 2551; Potency, µM (titrated, usually from 53.6 µM), without a hit: at the top dose activity change, negative = inhibition, actives largely listed as inhibitors; 310,000 tested, 5.4% active; P51450; Drosophila S2 Gal4-RORgamma UAS-luciferase reporter, 20 h; note: potency is the fitted concentration of half-maximal effect; % is set by controls: 0 for no effect and ±100 for the full control effect; nearly all actives have a fitted effect of over 60% in size
Target sequence (P51450 whole entry, looked up, the tested form may be a part): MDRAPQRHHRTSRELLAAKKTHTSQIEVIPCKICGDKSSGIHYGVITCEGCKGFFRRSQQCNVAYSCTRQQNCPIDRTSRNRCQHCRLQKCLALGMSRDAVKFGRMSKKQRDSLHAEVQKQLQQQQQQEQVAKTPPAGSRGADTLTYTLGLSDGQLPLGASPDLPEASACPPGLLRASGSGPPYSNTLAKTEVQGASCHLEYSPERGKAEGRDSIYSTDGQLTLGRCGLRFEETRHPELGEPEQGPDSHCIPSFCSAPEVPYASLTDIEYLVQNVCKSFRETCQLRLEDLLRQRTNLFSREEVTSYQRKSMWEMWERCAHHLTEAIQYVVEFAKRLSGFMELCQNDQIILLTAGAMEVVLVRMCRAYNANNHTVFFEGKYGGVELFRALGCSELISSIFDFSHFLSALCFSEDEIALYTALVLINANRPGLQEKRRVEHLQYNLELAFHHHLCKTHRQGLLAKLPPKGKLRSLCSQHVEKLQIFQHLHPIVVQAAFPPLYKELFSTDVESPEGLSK
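Compounds are pin-transferred onto Drosophila Schneider cells expressing a copper-inducible Gal4–ROR gamma transactivation domain fusion. After 1 hr, copper sulfate is added to 700 uM final; luciferase is read 20 hr later.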
Tb PFK inh: blocks T. brucei phosphofructokinase | O15648 | T. brucei PFK, ADP-Glo luminescence | Potency, µM (top dose mostly 57.5 µM), inactives show at the highest dose activity, negative = inhibition, usual class: inhibitors | 330,000 tested, 0.17% active;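 note: potency is the fitted concentration of half-maximal effect; 0% = uninhibited 1x PFK enzyme wells and -100% = no-enzyme wells; nearly all actives have a fitted effect of over 60% in size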
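Luminescent ADP detection (ADP-Glo, two-step: ATP depletion then ADP-to-ATP conversion for luciferase) reported PFK activity after 45 min room-temperature reaction of 1.25 nM enzyme with 0.5 mM F6P and 0.1 mM ATP at pH 8.0.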
Rab9 promoter act: activates the Rab9 promoter; Potency, µM (doses to about 9.22 µM), inactives show at the top dose activation, negative = inhibition, hits mostly activators; 320,000 tested, 2.8% active; Huh7 Rab9 promoter-luciferase reporter, luminescence, 24 h; note: potency is the fitted concentration of half-maximal effect; % of control where 0% means no effect; nearly all actives have a fitted effect of over 60% in size
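Cells were plated at 1500 per well in reduced-serum medium with 10% FBS and left 2 h. Compound in DMSO was then added for 24 h at 37 °C. Reporter signal was read by luminescence after 10 min with luciferase detection reagent.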
ELG1 genotox: inducers of genotoxicity in HEK293T ELG1-luciferase cells; AID 504466; HEK293T ELG1-luciferase reporter, luminescence, 16 h; 330,000 tested, 1.3% active; Potency, µM (highest dose often 46 µM), inactives show top-dose activity change, positive = activation, actives largely listed as activators; note: potency is the fitted concentration of half-maximal effect; % of control where 0% means no effect; nearly all actives have a fitted effect of over 60% in size
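Genotoxic stress is detected as increased luminescence from luciferase-tagged ELG1 in HEK293T cells, measured with ONE-Glo after a 16 hr treatment at 37 °C.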
ELG1 DNA repair: blocks ELG1-dependent DNA repair in HEK293T cells | HEK293T ELG1-luciferase reporter, luminescence, 16 h; DNA damage induced by 5-fluorouridine | Potency, µM (series often up to 46.1 µM), inactives show top-dose activity change, negative = inhibition, most hits filed as inhibitors | 330,000 tested, 2.3% active | AID 504467; note: potency is the fitted concentration of half-maximal effect; % is set by controls: 0 for no effect and ±100 for the full control effect; nearly all actives have a fitted effect of over 55% in size
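DMSO vehicle served as the neutral condition. Each well held 2,000 cells given 5-fluorouridine plus compound; after 16 hr at 37 °C/5% CO2, ONE-Glo was added and luciferase measured 30 min later.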
Gal4-VP16 FLuc: inhibits Gal4-VP16 luciferase reporter, ROR gamma counter-screen; Drosophila S2 Gal4-VP16 UAS-luciferase, luminescence, 20 h; Potency, µM (highest dose often 53.6 µM), without a hit: at the top dose activity, negative = inhibition, hits mostly inhibitors; 310,000 tested, 3.5% active; AID 2546;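 note: Gal4-VP16 expression switched on by copper sulfate through the metallothionein promoter; potency is the fitted concentration of half-maximal effect; % is set by controls: 0 for no effect and ±100 for the full control effect; nearly all actives have a fitted effect of over 50% in size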
NPC1 prom act: activators of NPC1 promoter; 320,000 tested, 2.4% active; Potency, µM (titrated, usually from 9.22 µM), for the others: top-dose activation, hits mostly activators; Huh7 NPC1 promoter luciferase reporter, 24 h;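 note: potency is the fitted concentration of half-maximal effect; % of control where 0% means no effect; nearly all actives have a fitted effect of over 60% in size; reporter is driven by a mutant NPC1 promoter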
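Luciferase expression driven by the NPC1 promoter was measured in stably transfected Huh7 cells after a 24 h compound incubation, using a luciferase reagent and a luminescence read.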
TRPV1 agonist: human TRPV1 agonism; 320,000 tested, 0.19% active; activation, % at 8.33 µM; TRPV1-expressing cells, Fluo-8 calcium influx, agonist mode; in the data active = activation above about 80%; inconclusive = between about 30% and that limit; note: 0% is about no effect
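Fluo-8 calcium influx in TRPV1-expressing cells, kinetic read (ex 480/em 520 nm). Compound added and read 3 min for agonist activity, followed by capsaicin at EC20 final and 2 min further read for enhancement.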
p53 reactivation: restores transcriptional activity of mutant p53 | H1299 p53-A138V BP100-luciferase reporter, luminescence, 24 h | Potency, µM (doses to about 92.2 µM), for the others: at the highest dose activity change, positive = activation, usual class: activators | 320,000 tested, 0.063% active; note: potency is the fitted concentration of half-maximal effect; % of control where 0% means no effect; nearly all actives have a fitted effect of over 45% in size
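H1299 (p53-null), stable ts p53-A138V + BP100-Luc; 1000 cells/well, Opti-MEM/10% FBS; cpd 4 pt, 1:5; 24 h, 37 deg C, 5% CO2; detection reagent 10 min RT; luminescence.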
An asterisk follows results filed as active; ? = inconclusive; nt = not tested or not shown; [ ] = dose if it differs, or a comment. Unless noted, calls come from the whole dose curve; as a rule, active = well fitted curve in the direction sought with a large enough effect; inconclusive = small, poorly fitted or top-dose-only effect, or another doubt; inactive = no such curve, though single readings can be large; an effect the other way counts as inactive or inconclusive.

Results follow in this order: BRCA1 expr up	FLuc counter	RORg inh	Tb PFK inh	Rab9 promoter act	ELG1 genotox	ELG1 DNA repair	Gal4-VP16 FLuc	NPC1 prom act	TRPV1 agonist	p53 reactivation
1: COc1ccccc1NS(=O)(=O)c1cc([N+](=O)[O-])ccc1N/N=C/c1sc(N2CCOCC2)nc1-c1ccccc1
 : -38%	2%	49%	0%	-3%	-4%	-21%	0%	-5%	7	4%
2: COc1ccc(/C=C\C(=O)CC(O)(c2ccccc2)C(F)(F)F)cc1 (centres undefined)
 : -8%	-4%	?	2%	-1%	3%	-17%	-8%	-1%	25	?
3: O=C(NCCCN1CCOCC1)c1cc(Cl)ccc1Cl
 : 6%	-1%	6%	-4%	-5%	1%	4%	-2%	0%	-2	1%
4: CCOc1ccccc1NC(=O)COC(=O)c1cc(C(=O)OC)cc([N+](=O)[O-])c1
 : -4%	7%	-9%	-1%	0%	-2%	13%	5%	-5%	-2	-1%
5: CCOc1ccc2[nH]c3nc(SCC(=O)NC4CCCC4)nnc3c2c1
 : -39%	-2%	-12%	4%	4%	-1%	-1%	-1%	-20%	0	11%
6: COC(=O)c1cccc(NC(N)=S)c1
 : 5%	-2%	-9%	13%	-15%	-2%	-8%	-8%	1%	1	17%
7: O=C1/C(=C/c2ccncc2)CCC/C1=C\c1ccncc1
 : -98%[inhibitor]	0%	6.3µM*	-9%	-32%[inhibitor]	-23%	?	5µM*	-40%[inhibitor]	4	-9%
8: COc1ccc(CCNC2CC(C)N(C)CC2C)cc1OC (centres undefined)
 : 1%	7%	-11%	-2%	-5%	0%	15%	-2%	0%	2	-7%
9: Cc1cc(C)c(OCC(O)CN2CCN(c3ccccn3)CC2)c(C)c1 (centres undefined)
 : -21%	2%	-12%	4%	-1%	-2%	-5%	15%	0%	4	4%
10: O=C(c1ccco1)N1CCN(C(=O)c2oc(=O)c3ccccc3c2-c2ccccc2)CC1
 : -12%	0%	-14%	0%	-21%	-2%	-2%	14%	-2%	nt	-5%
11: COc1ccc(/C(C)=N/NC(=O)CN(c2ccc(OC)cc2)S(=O)(=O)c2ccccc2)cc1
 : -8%	1%	-16%	-5%	-1%[1.84 µM]	4%	0%	0%	-5%	2	0%
12: CCNS(=O)(=O)c1c(C)cc(N2CCCC2=O)cc1C
 : -4%	4%	-9%	-1%	1%	-8%	-8%	-11%	-1%	1	-7%
13: COc1ccc(/C=C2\CCn3c2nc2cc(C(=O)O)ccc2c3=O)cc1
 : 1%	-2%	-18%	5%	5%	8%	8%	0%	-4%	-1	6%
14: Cc1ccc(CNC(=O)COC(=O)C2CCC2)cc1
 : -4%	nt	nt	7%	nt	-2%	10%	nt	nt	nt	0%
15: COc1cccc(NS(=O)(=O)c2cc(C)ccc2OC)c1
 : -28%	4%	30%	2%	0%	-3%	0%	-30%	0%	1	4%
16: Cc1ccc(C(=O)Nc2cccc(NC(=O)CN3CCCCC3)c2)cc1
 : 25%	19µM*	-15%[1.91 µM]	0%	9%	1%	24%	-15%	12%	13	12%
17: CCOc1cc2[nH]c(=O)n(CCCC(=O)N(C)Cc3ccccc3)c(=O)c2cc1OCC
 : -15%	0%	26%	-2%	-22%	-7%	?	-13%	15%	2	-1%
18: CCOC(=O)c1[nH]c(C)c(C(=O)NC2CCCC2)c1C
 : 2%	10%	29%	1%	-7%	11%	8%	-3%	-5%	-1	0%
19: CCCCC(=O)Nc1ccc(N2CCN(C(=O)CC)CC2)cc1
 : -4%	-1%	13%	4%	-4%	7%	0%	-3%	0%	-2	?
20: O=Cc1ccc(Oc2cc(-c3ccccc3)nc(-c3ccccc3)n2)cc1
 : -72%	-1%	17%	0%	-3%	-2%	4%	-10%	1%	-1	-3%
21: COc1cccc(N2CCN(c3ncccn3)CC2)c1
 : ?	?	22%	0%	26%	?	?	-7%	?	3	9%
22: CCCCN1C(=O)N(C)C2NC(=S)NC21 (centres undefined)
 : -14%	-1%	26%	-2%	-2%	0%	?	0%	-3%	-1	2%
23: COc1ccc(-n2c(=O)c(CCC(=O)NCCc3ccccc3F)nc3ccccc32)cc1
 : 6%	0%	nt	-7%	-5%	-2%	?	nt	-2%	0	-1%
24: Cc1ccc(C2C3CN(C(C)C)CC=C3C(C#N)=C(N)C2(C#N)C#N)cc1 (centres undefined)
 : -21%	0%	-17%	-5%	-7%	2%	-16%	16%	-3%	nt	-5%
25: COc1ccc(CNC(=O)c2cc(-c3cc(C)cc(C)c3O)n[nH]2)cc1
 : -31%	?	34%	2%	-3%	-6%	?	-4%	-2%	?	-5%
26: CC(C)Cc1cc(C(=O)NCc2cccnc2)no1
 : 48%	-14%	37%	-1%	9%	22%	?	5%	10%	2	9%
27: Cc1c(NC(=O)c2coc(=O)c(Br)c2)c(=O)n(-c2ccccc2)n1C
 : -17%	1%	0%	nt	nt	nt	nt	3%	nt	-2	nt
28: Cc1nc(N2C(=O)C(=O)/C(=C(/O)c3ccccc3)C2c2ccco2)sc1C (centres undefined)
 : -16%	3%	1%	-17%	0%	0%	17%	-2%	2%	-3	-6%
29: Cn1cc(CNC(=O)c2sc3cccc(Cl)c3c2Cl)cn1
 : 5%	-11%	2%	1%	2%	7%	-3%	-2%	-1%	8	-4%
30: Cc1ccc(S(=O)(=O)n2ccc(-c3ccc(OCc4c(F)cccc4Cl)cc3)n2)cc1
 : -27%	0%	-11%	5%	1%	-3%	?	2%	2%	2	7%
31: Cc1ccccc1-c1nnc(NC(=O)c2ccc(N3C(=O)CCC3=O)cc2)s1
 : 0%	-17%	26%	18%	0%	-1%	0%	-1%	0%	-5	-2%
32: CCC(C)(C)NC(=O)CN(C(=O)c1snc(C(N)=O)c1N)c1ccc(OC)c(OC)c1
 : -28%	1%	-21%	-3%	-9%	0%	-3%	10%	-2%	26	-2%
33: CC(C)CCNC(=O)c1ccccc1NC(=O)C1=CSCCO1
 : 0%	-2%	4%	4%	-3%	-2%	-1%	0%	-3%	?	12%
34: CC(=O)c1ccc(NC(=O)CSc2nc3nc(C)cc(C)n3n2)cc1
 : 29%	5%	14%	-3%	-1%	8%	?	-10%	2%	-3	12%
35: O=C(CN1C(=O)c2cccc3cccc1c23)NCc1ccncc1
 : 5%	1%	22%	0%	2%	-2%	-2%	-1%	-3%	8	-13%
36: Cc1cccc2c(=O)c(-c3ccc4c(c3)OCO4)c(NC(=O)c3ccco3)oc12
 : -1%	?	-8%	1%	0%	-2%	10µM*	3%	-5%	2	-6%
37: O=C(NCc1ccc(Cl)cc1)C1CCN(C(=O)c2ccc(Cl)cc2)CC1
 : -5%	1%	nt	-12%	-4%	2%	-14%	nt	-2%	-5	0%
38: O=C(NCc1cc(C(F)(F)F)cc(C(F)(F)F)c1)C1CC(c2c(Cl)cccc2Cl)=NO1 (centres undefined)
 : -42%	0%	36%	-1%	-4%	1%	-14%	-4%	-3%	5	-9%
39: O=C(c1cccc2ccccc12)N1CCC(N2CCN(c3ccccc3)CC2)CC1
 : -31%	0%	39%	2%	2%	-4%	-1%	7%	3%	4	-4%
40: CCC(C)OC(=O)C1=C(C)NC(=O)CC1c1ccccc1OC (centres undefined)
 : -27%	-9%	-5%	-11%	-3%	-5%	-5%	1%	4%	-3	-7%
41: CC(C)(C)n1nnnc1CN1CCN2CCCC2C1 (centres undefined)
 : -17%	1%	37%	-2%	1%	1%	-4%	5%[0.365 µM]	8%	-2	6%
42: COc1cccc(CNC(=O)C2CCN(S(=O)(=O)c3cccc4nonc34)CC2)c1
 : -2%	0%	-24%	-3%	0%	-6%	-29%	-18%	2%	0	-3%
43: Cc1nc2nc(N)nn2c(C)c1C/C=C/c1ccccc1
 : 5%	-2%	-6%	-2%	-3%	26%	?	5%	0%	-4	-6%
44: CC(C)=NNc1nc(-c2ccc(N3C(=O)CCC3=O)cc2)cs1
 : -11%	-26%	-25%	2%	-13%	3%	?	-11%	11%	-6	5%
45: O=C(COC(=O)C1(c2ccccc2F)CCCC1)N1CCNC1=O
 : -5%	7%	nt	-3%	-3%	0%	21%	nt	1%	13	4%

No enrichment for hits. About 15% of those tested had a hit in this group.
